From PubChem
Cycloheximide cs: Cycloheximide Counterscreen for Small Molecule Inhibitors of Shiga Toxin; cell reporter, cycloheximide protein synthesis inhibition counterscreen; max response, %; actives 12% (n = 300,000); AID 2314, 2010; in the data active means max response mostly above about 13%, no sharp cut-off; inactive means mostly below about 14%; further: read at 38.3 µM for the half of the compounds with a filed dose; 0% is about no effect
AMA1-RON2 inh: qHTS for Inhibitors of AMA1-RON; Towards Development of Antimalarial Drug Lead: Primary Screen. AlphaScreen AMA1-biotinylated RON2 peptide binding. Potency, µM (titrated, usually from 58.2 µM), for the others: at the highest dose activity change, negative = inhibition, actives largely listed as inhibitors. actives 0.2% (n = 360,000);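 further: potency means the concentration at half of the fitted maximal effect; 0% = vehicle wells and -100% = peptide control; nearly all actives have a fitted effect of over 45% in size; some results filed as inactive show a strong effect at the top dose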
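AMA1 (3D7) with his tag at 25 nM final met compounds first, then biotinylated RON2 peptide at 25 nM; detection used donor plus acceptor beads, 10 µg/mL apiece, read by AlphaScreen after 30 min at room temperature.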
Pf growth 96h: Primary qHTS for delayed death inhibitors of the malarial parasite plastid, 96 hour incubation. P. falciparum luciferase reporter growth, 96 h. Potency, µM (top dose mostly 28.7 µM), without a hit: top-dose activity change, negative = inhibition, hits mostly inhibitors. actives 6.9% (n = 320,000). AID 504834, 2011; further: potency means the concentration at half of the fitted maximal effect; on the % scale 0 is the no-effect control and ±100 the full control effect
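P. falciparum expressing integrated firefly luciferase grown in erythrocytes (2% hematocrit, 0.05% parasitemia final) with compounds for 96 hours at 37 C, 5% CO2. Growth inhibition read as loss of luminescence after adding luciferase detection reagent.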
Pf growth 48h: Primary qHTS for delayed death inhibitors of the malarial parasite plastid, 48 hour incubation | P. falciparum luciferase growth in erythrocytes, 48 h | Potency, µM (titrated, usually from 28.7 µM), for inactives: top-dose activity change, negative = inhibition, usual class: inhibitors | actives 5.9% (n = 310,000) | AID 504832, 2011; further: potency means the concentration at half of the fitted maximal effect; on the % scale 0 is the no-effect control and ±100 the full control effect
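Luciferase-expressing P. falciparum in infected erythrocytes (2% hematocrit, 0.1% parasitemia final) in RPMI 1640/0.5% Albumax were exposed to compound for 48 hours at 37 C, 5% CO2; growth read as luminescence.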
Shiga inhibitor: A qHTS for Small Molecule Inhibitors of Shiga Toxin. actives 9.2% (n = 290,000). inhibition, % at 38.7 µM. Vero cells, Shiga toxin protein synthesis inhibition reporter; in the data active means inhibition mostly above about 28%, no sharp cut-off; inactive means mostly below about 43%; further: 0% is about no effect
TbPYK inhibitor: qHTS of Trypanosoma Brucei Inhibitors; actives 0.12% (n = 410,000); Potency, µM (doses to about 76.8 µM), for the others: at the highest dose activity, negative = inhibition, actives largely listed as inhibitors; pyruvate kinase (Trypanosoma brucei), Q57TT1; TbPYK enzyme, Kinase-Glo Plus ATP luminescence, 45 min; further: potency means the concentration at half of the fitted maximal effect; on the % scale 0 is the no-effect control and ±100 the full control effect; nearly all actives have a fitted effect of over 50% in size
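Activity of T. brucei pyruvate kinase was followed by Kinase-Glo Plus luminescence after the enzyme reacted 45 min at room temperature with 130 uM ADP (final) and substrate. Test compounds were added before ADP at multiple concentrations.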
LmPK inhibitor: qHTS Assay for Inhibitors of Leishmania Mexicana Pyruvate Kinase (LmPK); actives 0.37% (n = 290,000); Potency, µM (titrated, usually from 57.5 µM), without a hit: at the highest dose activity change, negative = inhibition, actives largely listed as inhibitors; purified LmPK, Kinase-Glo ATP luminescence, 1 h; Q27686; further: potency means the concentration at half of the fitted maximal effect; on the % scale 0 is the no-effect control and ±100 the full control effect
Target sequence (Q27686 whole entry, looked up): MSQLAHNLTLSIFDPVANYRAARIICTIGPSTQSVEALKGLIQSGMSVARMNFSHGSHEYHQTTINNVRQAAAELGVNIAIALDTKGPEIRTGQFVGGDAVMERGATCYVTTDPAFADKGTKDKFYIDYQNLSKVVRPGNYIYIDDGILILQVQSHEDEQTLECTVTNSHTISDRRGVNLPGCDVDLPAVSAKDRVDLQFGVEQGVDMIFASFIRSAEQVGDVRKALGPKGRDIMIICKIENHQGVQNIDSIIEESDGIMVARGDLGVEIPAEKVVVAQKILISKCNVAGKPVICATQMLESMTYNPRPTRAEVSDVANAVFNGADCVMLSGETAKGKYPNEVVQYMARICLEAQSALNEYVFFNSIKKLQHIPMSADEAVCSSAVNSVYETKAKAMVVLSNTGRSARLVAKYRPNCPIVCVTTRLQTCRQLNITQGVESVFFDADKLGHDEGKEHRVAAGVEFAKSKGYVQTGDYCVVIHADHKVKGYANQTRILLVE
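Purified LmPK (0.1 nM) with 0.5 mM PEP and 0.1 mM ADP in imidazole buffer pH 7.2 with MgCl2/KCl, 1 h at room temperature. ATP formed was read by luciferase luminescence and normalized to no-enzyme and uninhibited controls.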
* marks the source's active call; other numbers are inactive results; ? = inconclusive; nt = no result given; [ ] = another dose, or the depositor's remark. Unless noted, the call rests on the fitted dose curve; in most records, active means well fitted curve in the direction sought with a large enough effect; inconclusive means small, poorly fitted or top-dose-only effect, or another doubt; inactive means no such curve, though single readings can be large; an effect the other way counts as inactive or inconclusive. Random draw from the library. Share with any hit: about 21%.

SMILES	Cycloheximide cs	AMA1-RON2 inh	Pf growth 96h	Pf growth 48h	Shiga inhibitor	TbPYK inhibitor	LmPK inhibitor
Cc1ccc(SC(C)C(=O)NC2CC2)cc1 (centres undefined)	-2	-3%	10µM*	10µM*	-2	0%	-6%
CCCSC1=C(C#N)C(c2cccs2)CC(=O)N1 (centres undefined)	4	-22%	-11%	22%	14	-21%	3%
CC(C)C(c1nnnn1CCc1ccccc1)N1CCN(C(=O)c2ccco2)CC1 (centres undefined)	-3	-5%	nt	-24%	-11	-8%	-6%
CN(Cc1ccccc1)C(=O)c1[nH]cnc1C(=O)N[C@@H](Cc1ccccc1)C(=O)OC(C)(C)C	0	82%[activator]	?	32%[activator]	5	2%	5%
Cc1ccc(-c2csc(N=C(N)N)n2)c(C)c1	36*	-17%	?	?	37*	-7%	0%
O=C(COC(=O)Cc1ccsc1)Nc1ccc(Br)cc1F	nt	-1%	24%	31%	nt	-3%	nt
Cc1cc(=O)oc2cc(OCC(=O)NC3CC(C)(C)NC(C)(C)C3)ccc12	-4	-2%	23%	13%	-3	0%	-1%
Cc1ccc(O)c(N=Cc2cc(Cc3ccccc3)cc([N+](=O)[O-])c2O)c1	10	?	?	?	29	-24%	-8%
Cc1ccc(NS(=O)(=O)c2c(C)noc2C)cc1	-2	-8%	-26%	1%	-3	3%	-1%
COc1ccc(NC(=O)CN(C)CC(=O)c2[nH]c(C)c(C(C)=O)c2C)cc1	nt	14%	1%	?	nt	3%	nt
Cc1ccc(CNC(=O)/C=C/c2cccs2)cc1	27*	11%	5%	57%[activator]	78*	7%	-3%
Nn1c(SCc2nc3ccccc3[nH]2)nnc1-c1ccccc1	4	-8%	4%	42%[activator]	14	nt	0%
Cc1ccc(-n2nc(C(=O)O)cc2-c2ccccc2Cl)cc1	-2	2%	12%	-4%	-5	2%	0%
O=C(NCc1ccc2c(c1)OCO2)C1CCN(S(=O)(=O)N2CCCCC2)CC1	-4	-16%	15%	11%	-4	-8%	-1%
COc1cc(C(C)=O)ccc1OCC(=O)Nc1ccc(C)c(S(=O)(=O)N2CCCCCC2)c1	nt	-1%	?	?	nt	-1%	nt
COC(=O)C(NC(=O)CSc1nc(N)cc(=O)[nH]1)c1ccccc1 (centres undefined)	-3	16%	17%	27%	-14	3%	-5%
CCCCOC(=O)Nc1cc(Cl)ccc1C	13	13%	nt	10%	18	3%	1%
Cc1cccc(N2C(=O)c3ccc(Br)cc3C2=O)n1	-1	nt	-4%	11%	-5	nt	2%
O=C(COC(=O)CCC(=O)c1cccs1)Nc1ccc(S(=O)(=O)N2CCOCC2)cc1	18	-9%	nt	4%	10	2%	5%
CCN(CC)C(=O)c1ccc(C)c(Br)c1	0	9%	nt	2%	-4	2%	-1%
O=C(Nc1ccc2oc(=O)ccc2c1)c1ccc(-c2ccccc2[N+](=O)[O-])o1	7	9%	16%	6%	29	-13%	0%
CC(=O)N1CN2CN(C(C)=O)CC(C(=O)c3ccc([N+](=O)[O-])cc3)(C2)C1	6	0%	33%[activator]	15%	-21	-6%	5%
CC(CN1CCC(n2nccc2NC(=O)CCCc2ccccc2)CC1)c1ccccc1 (centres undefined)	-3	-10%	12µM*	15µM*	-16	-4%	3%
CC1CN(S(=O)(=O)c2cccc(C(=O)OC(C)C(=O)NC3CCCCC3C)c2)CC(C)O1 (centres undefined)	1	-4%	?	-19%	-17	-4%	-7%
CCOC(=O)C1(c2ccccc2)CCN(CCC(=O)Nc2ccc(C(=O)OC)cc2)CC1	nt	-5%	9.3µM*	5.2µM*	nt	4%	nt
Cc1ccc(S(=O)(=O)N2CCCOC2CNC(=O)C(=O)NCCC2=CCCCC2)cc1 (centres undefined)	-2	-2%	-13%	-7%	-11	-10%	-3%
O=C(c1ccc2c(Cl)c3c(nc2c1)CCCC3)N1CCN(c2ccc(F)cc2)CC1	-1	-7%	?	3%	-9	4%	0%
COc1ccccc1CCN=C(N)NS(=O)(=O)c1ccccc1	-4	-6%	?	13%	7	0%	3%[11.5 µM]
CC(C)c1cc(C(F)(F)F)n2nc(C(=O)Nc3ccc4c(c3)OCO4)cc2n1	21	32%[activator]	10%[5.75 µM]	12%	19	-4%	6%
CN(C)c1cccc2c1C(=O)c1ccccc1C2=O	13*	11µM*	-2%	39%[activator]	27	-22%	-15%

Structural class, the entries above containing bromine
SMILES	Cycloheximide cs	AMA1-RON2 inh	Pf growth 96h	Pf growth 48h	Shiga inhibitor	TbPYK inhibitor	LmPK inhibitor
O=C(COC(=O)Cc1ccsc1)Nc1ccc(Br)cc1F	nt	-1%	24%	31%	nt	-3%	nt
Cc1cccc(N2C(=O)c3ccc(Br)cc3C2=O)n1	-1	nt	-4%	11%	-5	nt	2%
CCN(CC)C(=O)c1ccc(C)c(Br)c1	0	9%	nt	2%	-4	2%	-1%

(continued)
SMILES	Cycloheximide cs	AMA1-RON2 inh	Pf growth 96h	Pf growth 48h	Shiga inhibitor	TbPYK inhibitor	LmPK inhibitor
COc1ccc(CCNc2cc(=O)[nH]c(N)n2)cc1	-1	36%[activator]	9%	-9%	-10	-19%	-1%
Cc1nc(Cl)sc1C(=O)NC(C)c1ccc(Cl)cc1 (centres undefined)	-5	-5%	-23%	-24%	10	4%	0%
C=CCNC(=O)c1ccccc1NC(=O)Nc1ccccc1	1	-7%	15%	31%[activator]	2	-6%	?
CSc1ccc(CN(C)CCc2ccccn2)cc1	1	5%	?	-20%	-1	9%	-7%
CCC(C)(C)n1nnnc1C(c1cccnc1)N1CCC(Cc2ccccc2)CC1 (centres undefined)	-1	-25%	?	11%	-2	4%	-5%
CCOC(=O)c1ccc2c(c1)[n+](CC)c(C)n2-c1ccccc1	-5	0%	?	?	-10	-13%	2%
COc1ccc(Br)cc1-c1noc(-c2ccccc2)n1	-3	4%	nt	37%[activator]	-5	-15%	2%
O=C(Cc1cccc(NC(=O)C2CCN(C(=O)C3CCCCC3)CC2)c1)Nc1cccc(C(=O)N2CCCC2)c1	nt	-1%	10µM*	13µM*	nt	2%	nt
CN1CCN(c2ccc([N+](=O)[O-])cc2C(=O)N2CCCCC2)CC1	-3	0%	12µM*	0%	-1	-1%	0%
COc1ccc(CC(=O)NNC(=O)c2ccc(NC(C)=O)cc2)cc1	-4	29%	19%	13%	-3	-5%	2%
O=C1CCC(C(=O)OCC(=O)N2N=C3/C(=C/c4ccccc4)CCCC3C2c2ccccc2)N1 (centres undefined)	1	-20%	nt	-16%	-21	-10%	0%
Cc1cc(C)n2nc(SCc3cccc(S(=O)(=O)N(C)C)c3)nc2n1	-1	12%	?	-43%	2	7%	1%
O=C(CSc1n[nH]c(-c2cccs2)n1)NCc1cccs1	-2	-14%	40%[activator]	-2%	11	0%	0%
c1ccc(C2NCCc3ccccc32)cc1 (centres undefined)	-2	-2%	-2%	0%	-14	-1%	0%
COc1ccc(N2CC(C(=O)OCC(=O)NCc3ccccc3)CC2=O)cc1 (centres undefined)	-4	3%	41%[activator]	2%	-6	0%	-6%
CN(C)c1ccc(/C=C2\C(=O)NC(=O)N(CCc3ccc(F)cc3)C2=O)cc1	-1	3%	?	-4%	-4	-12%	0%
Cn1nnnc1SCCNCc1cccnc1	-2	-10%	-12%	9%	0	-8%	0%
O=C(c1ccc(-n2c(SCc3cccc(F)c3)nc3ccccc3c2=O)cc1)N1CCOCC1	-5	-12%	31%[activator]	?	-12	-26%	-1%
O=C1Nc2cc(Cl)ccc2C1(N1CCNCC1)C(F)(F)F (centres undefined)	-5	-3%	3%	1%	-32	-8%	-9%
COc1cc(OC)cc(C(=O)NC(C(=O)Nc2ccc3nc(C)sc3c2)C(C)C)c1 (centres undefined)	nt	-2%	6.6µM*	3.3µM*	nt	-3%	nt
CCCOC(=O)c1ccc(NC(=O)c2ccoc2C)cc1	41*	4%	-6%	180%[activator]	88*	-5%	?
Cc1cccc(NS(=O)(=O)c2ccc(C)c(C(=O)NCc3ccncc3)c2)c1	nt	-7%	2%	-22%	nt	-2%	nt
Cc1ccc(S(=O)(=O)N(CC(=O)N2CCOCC2)c2ccccc2F)cc1	-1	5%	?	37%[activator]	-10	-2%	1%
CCOc1cc(C)cc2oc(=O)cc(-c3ccccc3)c12	-4	10%	nt	-19%	-34	-7%	7%
CC1(C)N=C(c2cccs2)C(C)(C)N1O	-5	-4%	?	-5%	-2	-2%	1%
CCOc1ccc2[nH]c(=O)c(CN(CCO)C3(c4nnnn4C4CCCCC4)CCCCC3)cc2c1	-2	-4%	0%	-8%	-6	0%	-3%
COc1cccc(-n2nnc3c(=O)n(Cc4cccc(C)c4)cnc32)c1	24*	1%	42%[activator]	13%	17	-8%	10%
O=C(CCC1CCCN(C(=O)c2ccoc2)C1)NCc1ccc(F)c(F)c1 (centres undefined)	10	-2%	-6%	-19%	22	-6%	-2%
O=C(c1ccco1)N1CCN(C/C=C/c2ccccc2)CC1	10	?	-4%	31%[activator]	22	3%	-5%
CCNc1nc(N)nc(-c2cc(Cl)ccc2OC)n1	-3	-2%	9%[5.75 µM]	0%	-3	2%	6%
COc1ccc(NC(=O)CSc2ccccc2)cc1S(=O)(=O)N1CCCCC1	1	-4%	3%	-10%	4	1%	0%
O=C(Nc1ccc2ccccc2c1)N1C[C@H]2C[C@@H](C1)c1cccc(=O)n1C2	11	-1%	-2%	-6%	-13	6%	2%
CC(C)N(C(=O)Cn1cc(S(=O)(=O)CC(=O)NCc2ccccc2)c2ccccc21)C(C)C	-2	3%	-16%	26%	-23	3%	-10%
O=C(NCCCN1CCOCC1)C(=O)N/N=C/c1ccc(F)cc1	-2	8%	-3%	6%	-4	4%	8%
C=CCc1cccc(/C=N/NC(=O)C(C)Nc2ccc(C)cc2)c1O (centres undefined)	-5	27%	12µM*	?	17	-10%	-5%
COc1ccc(N2CCN(C(=O)COC(=O)COc3cc(C)cc(C)c3)CC2)cc1	nt	-7%	14%	-25%	nt	-1%	nt
Cc1cc(F)ccc1NS(=O)(=O)c1c(C(=O)N2CCOCC2)c(C)n(C)c1C	-3	0%	-22%	-10%	-17	-7%	0%
CCNc1nc(NCC)n2c(SCC(=O)Nc3cc(OC)ccc3OC)nnc2n1	nt	-16%	8.3µM*	?	nt	0%	nt
COc1ccc(CCN2C(=O)C(Oc3ccccc3)C2c2ccc3c(c2)OCO3)cc1 (centres undefined)	1	2%	19%	-19%	-11	-1%	3%
N=c1oc2c3c4c(cc2cc1C(=O)Nc1ccccc1)CCCN4CCC3	23*	78%[activator]	13µM*	nt	28	2%	8%
COc1ccccc1N(C)S(=O)(=O)c1ccc(C(=O)Nc2ccncc2)cc1	nt	2%	?	?	nt	-2%	nt
